TcdB GH inh: inhibitors of Clostridioides difficile toxin B glycohydrolase; inhibition, % at 9.99 µM; 350,000 compounds, 0.24% hits; TcdB glycohydrolase enzymatic assay, plate reader; in the data active means inhibition above about 10%
VHR inh abs: inhibitors of human VHR1 phosphatase (DUSP3); AID 1654; inhibition, % at 13.3 µM; P51452; 290,000 compounds, 0.52% hits; recombinant VHR phosphatase, pNPP absorbance; in the data active means inhibition above about 50%; further: some compounds called inactive have numbers as strong as hits
Target sequence (P51452 whole entry, looked up): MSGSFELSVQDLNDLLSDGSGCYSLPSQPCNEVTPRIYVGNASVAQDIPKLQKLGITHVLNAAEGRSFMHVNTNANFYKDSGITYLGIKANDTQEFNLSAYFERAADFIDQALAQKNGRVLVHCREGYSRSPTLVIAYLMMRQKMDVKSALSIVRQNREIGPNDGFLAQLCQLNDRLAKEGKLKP
SARS 3CLpro inh: SARS-CoV 3CLpro protease inhibition; P0C6X7; recombinant SARS-CoV 3CLpro, quenched FRET peptide cleavage; inhibition, % at 6 µM; 290,000 compounds, 0.14% hits; in the data active means inhibition above about 12%
CCHFV vOTU inh: blocks the CCHF virus ovarian tumor domain protease. CCHFV vOTU protease, Pep-AMC fluorescence. 370,000 compounds, 0.55% hits. inhibition, % at 11.5 µM; in the data active means inhibition above about 30%; further: 0% = vehicle wells with enzyme and 100% = no enzyme wells
Yp Topo-I inh: inhibitors of Yersinia pestis topoisomerase I; 360,000 compounds, 0.064% hits; activity, % at 10 µM; Y. pestis Topo-I cleavage product accumulation, plate reader; AID 504884; in the data active means activity above about 50%, passing the limit was not always enough; further: inactives centre near 2
BoNT A protease: BoNT A light chain protease inhibition; AID 588499; inhibition, % at 10 µM; multiplex microsphere protease substrate cleavage, flow cytometry; 360,000 compounds, 0.17% hits; further: plate controls were buffer without enzyme for full effect and enzyme alone for no effect
Vc quorum ag: induces V. cholerae light production without autoinducers; V. cholerae BH1578 lux reporter, luminescence, 6 h; activation, % at 18.7 µM; 350,000 compounds, 0.16% hits; AID 588436; in the data active means activation mostly above about 9.7%, no sharp cut-off; further: not every result past the cut was called active; inactives centre near 0; reference of the scale not given here
Anthrax LF prot: inhibitors of Bacillus anthracis lethal factor protease | P15917 | multiplex microsphere protease cleavage assay, LF | inhibition, % at 10 µM | 360,000 compounds, 0.12% hits; further: plate controls were buffer without enzyme for full effect and enzyme alone for no effect
Target sequence (P15917 whole entry, looked up): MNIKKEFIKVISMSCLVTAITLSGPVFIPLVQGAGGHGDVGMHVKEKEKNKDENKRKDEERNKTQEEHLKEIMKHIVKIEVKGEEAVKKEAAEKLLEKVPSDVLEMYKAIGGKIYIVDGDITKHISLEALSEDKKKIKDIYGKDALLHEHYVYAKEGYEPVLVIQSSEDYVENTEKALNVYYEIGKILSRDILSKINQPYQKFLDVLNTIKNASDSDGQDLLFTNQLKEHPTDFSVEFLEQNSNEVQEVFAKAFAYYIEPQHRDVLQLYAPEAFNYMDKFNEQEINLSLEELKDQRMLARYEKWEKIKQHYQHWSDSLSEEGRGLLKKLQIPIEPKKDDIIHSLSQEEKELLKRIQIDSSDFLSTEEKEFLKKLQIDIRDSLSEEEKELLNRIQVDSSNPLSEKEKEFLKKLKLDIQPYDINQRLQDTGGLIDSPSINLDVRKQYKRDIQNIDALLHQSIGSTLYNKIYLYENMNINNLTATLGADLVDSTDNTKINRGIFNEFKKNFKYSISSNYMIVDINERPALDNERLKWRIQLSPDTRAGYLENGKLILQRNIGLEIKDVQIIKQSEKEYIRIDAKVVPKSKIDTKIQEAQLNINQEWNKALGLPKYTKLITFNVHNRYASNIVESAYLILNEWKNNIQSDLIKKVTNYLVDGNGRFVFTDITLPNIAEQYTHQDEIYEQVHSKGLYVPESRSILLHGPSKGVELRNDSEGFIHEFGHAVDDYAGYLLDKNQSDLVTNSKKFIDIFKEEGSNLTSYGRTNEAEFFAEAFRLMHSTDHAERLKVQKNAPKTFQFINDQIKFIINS
PfHsp40 rescue: compounds rescuing yeast from Plasmodium falciparum HSP40 toxicity. S. cerevisiae expressing PfHsp40, growth rescue, ATP luminescence. growth rescue, % at 12.5 µM. 340,000 compounds, 0.68% hits. AID 504582; in the data active means growth rescue above about 28%, passing the limit was not always enough;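 further: yeast W303a lacking pdr1 and pdr3 grown in galactose medium; growth measured after three days at 30 °C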
SSB-PriA inh: blocks PriA binding to SSB C-terminal tail. AlphaScreen SSBct-PriA binding, biotinylated peptide. 430,000 compounds, 0.6% hits. inhibition, % at 33 µM; in the data active means inhibition mostly above about 37%, no sharp cut-off; inactive means mostly below about 20%;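 further: plate controls were negative control peptide for no effect and reference peptide for full effect; strong numbers were not always called active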
Starred values were filed as active, the others as inactive; i = inactive; x = not tested or not shown. Unless noted, no stated cut-off is given here; in the data, active means inhibition above about 30%; inconclusive means no clear call, values can overlap the other calls; inactive means below that. Only part of the results is shown (hit frequency here may not be typical).

molecule	TcdB GH inh	VHR inh abs	SARS 3CLpro inh	CCHFV vOTU inh	Yp Topo-I inh	BoNT A protease	Vc quorum ag	Anthrax LF prot	PfHsp40 rescue	SSB-PriA inh
CCOc1ccc(C2NC(=O)Cc3cc(OC)c(OC)cc32)cc1 (configuration not stated)	-0.1	-2	-4	-9	0	1.7	-0.6	-13	-1.3	-4
O=C(Cn1nnc2ccccc21)c1ccc(Br)cc1	0.6	20	57*	-13	-4	1.3	i	3	1.0	-8
Clc1ccc(C[n+]2c(-c3ccccc3)cc(-c3ccccc3)cc2-c2ccccc2)cc1	2.3	x	x	4	13	0.1	0.3	-7	-0.4	5
N=C(N)SCc1ccccn1	x	8	8	-28	2	0.9	-0.7	2	-1.7	-1
CCOc1cc(CNCc2cccnc2)cc(Br)c1OCC(N)=O	1.8	12	-2	12	2	-3.2	-2.0	-3	-2.6	-7
COc1ccccc1/C=C/C(=O)NC1CC2CCC1C2 (configuration not stated)	0.5	24	-1	-10	6	2.5	-0.7	3	0.9	-8
CCCn1cc(S(=O)(=O)c2ccc(Cl)cc2)c(=O)c2cc(OC)ccc21	0.0	14	3	10	20	-0.1	-3.1	3	2.2	1
CC(C)(C)n1nnnc1C(c1ccccc1)N1CCN(c2c(Cl)cncc2Cl)CC1 (configuration not stated)	2.0	x	x	-1	x	-0.2	x	-9	x	x
COc1ccc(S(=O)(=O)N(C)CC(=O)NCC2CCCO2)cc1OC (configuration not stated)	-0.1	24	-2	-4	6	-3.5	-0.3	-13	0.0	-11
Cc1ccc(S(=O)(=O)c2c(COC(=O)c3ccc(Cl)cc3)c(-c3ccccc3)nn2C)cc1	x	-7	-2	-13	4	0.2	x	-7	2.0	-18
CCn1nc(C)c(/C=N/NC(=O)Cn2nnc(N)n2)c1C	2.3	25	-3	1	-2	-2.3	-1.1	-1	0.5	i
C=CCNCCOc1ccc(C(C)(C)c2ccccc2)cc1	-0.4	-10	0	-11	13	0.3	-0.1	2	1.4	-11
CCNC(=O)C1(C)CCCN(C(=O)c2ccnc(Cl)c2)C1 (configuration not stated)	1.0	x	x	16	5	-0.3	-5.0	-5	x	x
NC(=O)c1ccc(Nc2ccc3c(c2)CCC3)c([N+](=O)[O-])c1	-0.4	6	4	10	8	-4.1	0.8	-12	0.8	4
COc1cc(CCC(=O)N2CCN(S(=O)(=O)c3ccc(C)c(C)c3)CC2)cc(OC)c1OC	1.2	10	-1	x	20	0.0	-0.3	-1	0.0	0
CC(=O)Nc1cccc(C(=O)/C=C/c2ccc(/C=C/C(=O)c3cccc(NC(C)=O)c3)cc2)c1	1.3	28	0	2	x	x	x	x	x	x
COc1cc(CNC(C)c2ccccc2)cc(Cl)c1OCC(=O)Nc1ccccc1 (configuration not stated)	4.6	36	1	14	18	0.0	-0.3	-2	-1.0	-4
CC(C)CCN(CC(=O)NCc1ccc(F)cc1)S(=O)(=O)c1ccccc1F	0.8	-2	0	9	4	1.4	i	-4	0.1	-7
O=C1CCCN1CCNC(=S)Nc1ccccc1	0.7	28	-2	-14	11	-0.9	-1.9	-4	1.1	-14
Cc1oc(CSCCSCc2cc(C(=O)O)c(C)o2)cc1C(=O)O	-5.2	14	1	-2	6	2.9	i	-6	-0.1	-5
Cc1cc(N2CCOCC2)ccc1/C=C1\NC(=O)N(CC(=O)Nc2ccccc2C)C1=O	x	16	5	-13	0	-0.9	-2.1	-1	-1.5	-5
CC(C)Cn1c(N2CCN(C(=O)c3cccs3)CC2)nc2ccccc21	x	4	0	5	31	-0.5	0.4	1	-1.2	-11
COC(=O)Cn1cc(C(=O)c2ccco2)c2ccccc21	x	14	1	26	-1	-0.3	i	2	-0.1	-14
CCOC(=O)N1CCN(c2ccncc2S(=O)(=O)N2CCCCC2)CC1	0.8	-9	5	14	-5	0.8	-0.2	0	0.2	-13
C[C@H]1CN([C@@H](C)CO)C(=O)c2cccc(NS(=O)(=O)c3cn(C)cn3)c2O[C@H]1CN(C)S(C)(=O)=O	1.1	x	x	15	-6	-0.6	-0.6	2	0.1	2
CCn1c(SCc2ccc(C#N)cc2)nnc1-c1ccc(S(=O)(=O)N2CCCCC2)cc1	x	3	5	-13	4	-1.9	i	5	0.4	-7
CCNC(=O)C1CN(S(=O)(=O)c2ccccc2)CCN1S(=O)(=O)c1ccccc1 (configuration not stated)	1.1	12	6	2	7	0.0	-1.7	1	-1.0	4
O=c1[nH]c(SCCOc2cccc3ccccc23)nc2ccccc12	0.0	10	0	-7	-1	2.2	-0.4	-3	0.7	-11
COc1ccccc1NCCC(=O)OCC(=O)NC1CCCCCC1	-3.3	21	1	-1	6	-0.3	-0.4	-3	1.1	-9
CSc1nc2sc3c(c2c(=O)n1C)CCCC3	x	3	7	-6	6	-0.5	-12	-3	1.5	-10
Cc1ccc(C)c(CNc2ccc(S(=O)(=O)N3CCCCC3)cc2)c1	0.7	x	x	9	40	4.5	-2.1	1	5.9	1
COc1cccc(-n2c(CN3CCOCC3)nc3ccc([N+](=O)[O-])cc3c2=O)c1	-0.1	3	1	8	1	1.1	i	20	-1.8	-6
COc1ccccc1CN1CCN(Cc2ccc3ccccc3c2)CC1	1.1	-2	-2	-8	12	-3.1	-1.2	14	0.6	-2
Cn1c(=O)c2c(ncn2CC(=O)Nc2ccccc2)n(C)c1=O	x	-15	5	-12	-5	0.1	-1.4	1	-1.3	-5
CCN(C(=O)CSc1nc(C2CC2)n(-c2ccccc2)n1)C1CCS(=O)(=O)C1 (configuration not stated)	-1.4	x	x	7	-3	-0.1	i	4	-0.3	2
N=c1c2ccccc2nc2n1CCCCCCCCCCC2	x	x	x	13	4	-5.9	i	-2	1.2	0
NC(=O)C1Cc2ccccc2CN1C(=O)c1nn(Cc2ccccc2)c(=O)c2ccccc12 (configuration not stated)	x	x	x	x	27	0.2	i	2	2.4	0
COc1ccc(C(=O)CC(c2ccc3c(c2)OCO3)c2c(O)c3ccccc3oc2=O)cc1OC (configuration not stated)	-3.1	x	x	4	0	0.2	i	-6	x	x
CCC(Oc1ccccc1F)C(=O)NCCCn1ccnc1 (configuration not stated)	-0.4	12	2	6	-9	1.6	-0.3	6	-0.2	-3
Cc1cc(C)n(-c2nnc(NC34CC5CC(CC(C5)C3)C4)nn2)n1	x	11	1	1	11	52*	-1.1	20	-0.5	0
COc1ccc(C(=O)N2CCCC2)cc1S(=O)(=O)N1CCC(C)CC1	x	21	-2	-9	1	0.0	i	-5	1.3	-17
Cc1oc(CC(C)C)cc1C(=O)Nc1ccc(C(=O)O)cc1	x	-12	1	9	-5	0.3	x	-2	3.4	-5
O=C(CCc1ccccc1)NCC(=O)N/N=C/c1ccc(O)cc1O	-7.1	-13	0	16	0	-0.5	i	-4	0.1	x
CCCNC(=O)C1(C)CCCN(Cc2ccccc2F)C1 (configuration not stated)	0.1	x	x	3	6	-0.2	i	-8	x	x
O=C(CSc1nncc2ccccc12)Nc1cccc(O)c1	0.6	-1	-7	8	-3	-1.7	-0.5	-3	-0.9	-4
O=C(Nc1cccc(NC(=O)c2ccc(F)cc2)c1)c1ccc(F)cc1	3.5	4	-3	-1	-3	-1.3	0.0	-4	-0.8	-3
CCC(=O)NC(c1ccccc1)c1c(O)ccc2ccccc12 (configuration not stated)	-1.3	24	5	2	1	-0.3	i	-6	-0.8	-11
Cc1ccc(-c2cc(NC(=O)CSc3n[nH]c(N)n3)n(-c3ccccc3)n2)cc1	x	39	-2	6	-2	0.5	i	-4	3.0	6
COc1cc(/C=C2\SC(=S)N(Nc3ccccc3)C2=O)ccc1O	x	-4	6	5	-5	22	-3.3	15	-3.6	27
CCc1cccc(CC)c1NC(=O)CSc1nnc(C2CC2)n1N	1.7	x	x	-1	0	0.8	i	-7	0.3	-5
Cc1ccc(S(=O)(=O)Nc2ccc(S(=O)(=O)Nc3ncccn3)cc2)cc1	x	6	-1	4	4	0.3	-1.7	6	-0.7	-19
CS(=O)(=O)c1ccc(C(=O)Nc2cc(-c3ccccc3)nn2-c2ccccc2)cc1	0.2	x	x	5	6	-0.3	-0.6	-12	0.7	-2
Cc1cc(C)nc(Nc2cccc(Cl)c2)n1	0.7	6	2	12	6	-10	i	0	1.4	-10
Cc1cc(C)n2ncc(C(=O)NCCc3ccccc3)c2n1	x	18	-2	-15	3	-0.4	6.2	-4	-0.1	-6
COc1cc(C2NC(=O)NC(c3ccccc3)=C2C(C)=O)c(Cl)cc1OCC(=O)O (configuration not stated)	0.8	26	3	15	8	-0.4	i	-2	-0.8	-4
Fc1ccccc1/C=C1\CCCC2=C1NC(=S)NC2c1ccccc1F (configuration not stated)	0.6	13	2	4	-5	-0.6	-0.4	-7	-2.0	-2
CCC(CC)C(=O)Nc1nnc(S(=O)(=O)N(CC)c2ccc(OC)cc2)s1	-0.6	10	2	10	20	-2.0	-0.6	-14	-1.9	13
O=C(NCCCn1ccnc1)c1ccc(Cl)s1	1.4	18	-2	18	-5	1.1	-1.7	4	-0.4	10
CCc1nc2c(OCCC3CCCCC3)cccn2c1N(C)C(=O)c1ccc(C)cc1	-2.8	x	x	37*	20	-0.1	-0.6	1	x	x
O=C(N1CCOCC1)N1CCN(C(=O)N(c2ccccc2)c2ccccc2)CC1	x	40	0	-17	2	0.7	i	1	0.3	-11

3 structures out of the list, sorted by molecular weight, rising.
molecule	TcdB GH inh	VHR inh abs	SARS 3CLpro inh	CCHFV vOTU inh	Yp Topo-I inh	BoNT A protease	Vc quorum ag	Anthrax LF prot	PfHsp40 rescue	SSB-PriA inh
Cc1cc(C)nc(Nc2cccc(Cl)c2)n1	0.7	6	2	12	6	-10	i	0	1.4	-10
CCC(=O)NC(c1ccccc1)c1c(O)ccc2ccccc12 (configuration not stated)	-1.3	24	5	2	1	-0.3	i	-6	-0.8	-11
Fc1ccccc1/C=C1\CCCC2=C1NC(=S)NC2c1ccccc1F (configuration not stated)	0.6	13	2	4	-5	-0.6	-0.4	-7	-2.0	-2

The results go on:
molecule	TcdB GH inh	VHR inh abs	SARS 3CLpro inh	CCHFV vOTU inh	Yp Topo-I inh	BoNT A protease	Vc quorum ag	Anthrax LF prot	PfHsp40 rescue	SSB-PriA inh
Fc1cccc(/C=N/Nc2ccccn2)c1	0.7	11	0	17	0	-0.4	-0.8	1	-0.7	x
O=C(Nc1ccc(Cl)cc1F)c1ccc(COc2c(F)c(F)c(F)c(F)c2F)o1	x	24	1	11	22	x	i	x	1.7	8
CSCCC(NC(=O)COc1ccccc1)C(=O)N1CCN(c2cccc(C(F)(F)F)c2)CC1 (configuration not stated)	0.4	x	x	14	13	-0.4	-0.3	1	197*	-8
O=C(Nc1ccccc1N1CCOCC1)c1ccncc1	1.1	x	x	-5	-3	0.5	-0.4	-7	-0.9	-16
CCOc1ccc(C(=O)NCCC(=O)N2CCC3(CC2)NCCc2[nH]cnc23)cc1	1.0	2	4	-3	2	-2.7	-0.3	-1	-1.4	14
COc1ccc(N2CC(NC(=O)Nc3ccccc3)CC2=O)cc1 (configuration not stated)	1.0	-8	-3	-3	6	-0.1	i	5	-0.5	-12
O=C(COc1ccccc1Cl)N1CCN(c2ncccn2)CC1	x	14	1	0	-5	-2.4	-0.1	1	0.4	-7
Cc1ccc2nc(N(CCCN(C)C)C(=O)c3cc(-c4cccs4)nc4ccccc34)sc2c1	0.4	32	7	-12	-6	-2.6	-0.5	-5	-1.4	44*
CN(C)S(=O)(=O)c1ccc(C(=O)Nc2ccccc2C(=O)NCCCN2CCOCC2)cc1	0.4	x	x	4	-4	x	-0.6	x	-0.3	-7
CN1C(=O)S/C(=C/c2cccnc2)C1=O	x	4	5	7	1	-0.1	i	-1	0.3	-14
CCCn1c(N)c(C(=O)CN(C)CC(=O)Nc2ccc(C)cc2)c(=O)[nH]c1=O	2.1	x	x	3	7	x	-0.3	x	-0.5	-13

Bioassay records deposited in PubChem BioAssay by several laboratories.
